Pin1 inh – inhibitors of human Pin1. AID 504891. Potency, µM (series often up to 115 µM), inactives show at the highest dose activity, negative = inhibition, most hits filed as inhibitors. 0.009% of 390,000 active. Pin1 FP peptide displacement, HiFluor488, 10 min; active = well fitted inhibition curve with a large enough effect in the polarisation, with a control signal flat, not every such curve was filed as active; inconclusive = small, poorly fitted or top-dose-only effect, or effect the other way, or a change in a side signal; inactive = no such curve, though single readings can be large or run the other way; the % refers to the polarisation; note: potency is the fitted concentration of half-maximal effect; % is set by controls: 0 for no effect and ±100 for the full control effect
USP1 inh – inhibitors of human USP1/UAF1 deubiquitinase. O94782. recombinant USP1/UAF1, Ub-Rhodamine cleavage fluorescence. Potency, µM (top dose mostly 57.1 µM), for inactives: at the top dose activity change, negative = inhibition, usual class: inhibitors. 0.23% of 390,000 active; note: potency is the fitted concentration of half-maximal effect; % is set by controls: 0 for no effect and ±100 for the full control effect; nearly all actives have a fitted effect of over 60% in size; inactives centre near -12
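In this screen, compounds sit with the deubiquitinase complex (1nM) for 15 min at room temperature before Ub-Rho is added at 150nM final. Fluorescence rise is then followed for 6 reads every 60 seconds.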
HP1b binding inh – HP1-beta chromodomain-methylated histone interaction inhibition; AlphaScreen HP1-beta / biotin-H3K9me3 peptide binding; Potency, µM (series often up to 114 µM), for the others: at the highest dose activity change, negative = inhibition, most hits filed as inhibitors; 0.56% of 390,000 active; AID 540317; note: potency is the fitted concentration of half-maximal effect; nearly all actives have a fitted effect of over 70% in size; inactives centre near 23
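Compound inhibition of the preformed complex between 50 nM HP1-beta and 50 nM biotinylated H3K9me3 peptide was read by AlphaScreen. Buffer was PBS pH 7.4 with 0.01% Tween-20. Incubations ran 30 min at room temperature, with 10 ug/mL donor/acceptor beads.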
PI4K2A block – PI4K2A (human) kinase inhibition | activity change, negative = inhibition, % at 76.9 µM | purified PI4K2A, ADP-Glo luminescence, 1 h; stronger effect = lower value | 0.13% of 420,000 active | AID 1346378; in the data active = activity change below about -50%; inconclusive = mostly about -30% to -49%;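 note: -100% = wells without enzyme as full effect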
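In this quantitative HTS, ADP production by PI4K2A was quantified luminescently after 1 h at ambient temperature; 100 microM adenosine served as plate-quality control.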
rTrxR1 inhibitor – rat TrxR1 inhibition | O89049 | recombinant rTrxR1, NADPH fluorescence consumption, selenite substrate | Potency, µM (titrated, usually from 114 µM), for inactives: at the top dose activity change, negative = inhibition, usual class: inhibitors | 1% of 390,000 active; note: potency is the fitted concentration of half-maximal effect; % is set by controls: 0 for no effect and ±100 for the full control effect; nearly all actives have a fitted effect of over 65% in size
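Rat TrxR1 (90 nM in the dispensed reagent) was pre-reduced with 400 uM NADPH for 5 min at room temperature, then incubated with compound for 15 min. After 400 uM selenite was added, NADPH fluorescence (Ex 340/Em 450 nm) was followed for 8 min.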
GLS inh – blocks human kidney-isoform glutaminase activity; 0.21% of 410,000 active; Potency, µM (series often up to 45.5 µM), without a hit: at the top dose activity change, negative = inhibition, hits mostly inhibitors; GLS enzymatic activity, qHTS titration; AID 624170; note: potency is the fitted concentration of half-maximal effect; % is set by controls: 0 for no effect and ±100 for the full control effect
Target sequence (O94925 whole entry, looked up, canonical isoform): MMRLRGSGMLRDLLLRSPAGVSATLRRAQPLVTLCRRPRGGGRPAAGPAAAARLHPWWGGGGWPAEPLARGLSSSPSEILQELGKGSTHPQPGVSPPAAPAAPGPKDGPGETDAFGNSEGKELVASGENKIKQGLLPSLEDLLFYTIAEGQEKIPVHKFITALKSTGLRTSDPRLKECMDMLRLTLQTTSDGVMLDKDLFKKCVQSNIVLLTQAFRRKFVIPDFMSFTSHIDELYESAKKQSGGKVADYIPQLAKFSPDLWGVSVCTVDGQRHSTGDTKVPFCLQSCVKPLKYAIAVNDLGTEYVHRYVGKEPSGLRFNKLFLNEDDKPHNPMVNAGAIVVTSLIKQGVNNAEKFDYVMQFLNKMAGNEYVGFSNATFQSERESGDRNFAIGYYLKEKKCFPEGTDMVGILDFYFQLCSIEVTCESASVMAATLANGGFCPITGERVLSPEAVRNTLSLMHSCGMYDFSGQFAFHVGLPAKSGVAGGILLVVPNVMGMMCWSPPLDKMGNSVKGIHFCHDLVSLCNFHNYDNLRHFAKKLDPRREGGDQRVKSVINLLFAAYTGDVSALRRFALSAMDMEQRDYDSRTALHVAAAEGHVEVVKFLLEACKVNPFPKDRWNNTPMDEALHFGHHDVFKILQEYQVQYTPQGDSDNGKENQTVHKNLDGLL
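Read-out is an Amplex red fluorescence increase coupled through glutamate oxidase and HRP, measured before and after 30 min room-temperature incubation. hKGA is in 45 mM KH2PO4 (pH 8.2) with 0.02% Tween-20; glutamine added as 1mM solution.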
TrxR1 substrate – substrates of rat thioredoxin reductase 1; Potency, µM (top dose mostly 114 µM), for inactives: at the highest dose activity change, negative = substrate turnover; O89049; 0.01% of 390,000 active; purified TrxR1 substrate turnover, NADPH consumption readout; AID 588456; note: potency is the fitted concentration of half-maximal effect; % is set by controls: 0 for no effect and ±100 for the full control effect; nearly all actives have a fitted effect of over 50% in size
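Rat TrxR1, dispensed at 90 nM, was prereduced with 400 uM NADPH (final) for 5 min at ~22 deg C, then incubated with compound 15 min before 400 uM selenite. A first-read NADPH fluorescence drop versus no-compound background flagged substrates.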
PGK inhibitor – inhibitors of T. brucei phosphoglycerate kinase; 0.043% of 380,000 active; Potency, µM (titrated, usually from 57.5 µM), inactives show at the highest dose activity change, negative = inhibition, hits mostly inhibitors; PGK/GAPDH coupled, Kinase-Glo luminescence, 60 min; note: potency is the fitted concentration of half-maximal effect; % is set by controls: 0 for no effect and ±100 for the full control effect; nearly all actives have a fitted effect of over 60% in size
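Luminescent ATP detection (Kinase-Glo Plus) follows a 60-minute room-temperature incubation, with wells lacking PGK as controls. Buffer: 100 mM TEA (pH 7.6), 5 mM MgCl2, 0.01% Tween-20. Coupling enzyme GAPDH (100 nM final) supplies unstable 1,3-BPG in-well.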
IDH1 R132H inh – blocks human mutant IDH1 R132H enzyme | O75874 | IDH1-R132H enzyme, NADPH consumption, diaphorase/resazurin fluorescence | Potency, µM (titrated, usually from 76.6 µM), without a hit: top-dose activity change, negative = inhibition, actives largely listed as inhibitors | 0.093% of 390,000 active; note: potency is the fitted concentration of half-maximal effect; % is set by controls: 0 for no effect and ±100 for the full control effect; nearly all actives have a fitted effect of over 65% in size
Target sequence (O75874 whole entry R132H, stated change not applied): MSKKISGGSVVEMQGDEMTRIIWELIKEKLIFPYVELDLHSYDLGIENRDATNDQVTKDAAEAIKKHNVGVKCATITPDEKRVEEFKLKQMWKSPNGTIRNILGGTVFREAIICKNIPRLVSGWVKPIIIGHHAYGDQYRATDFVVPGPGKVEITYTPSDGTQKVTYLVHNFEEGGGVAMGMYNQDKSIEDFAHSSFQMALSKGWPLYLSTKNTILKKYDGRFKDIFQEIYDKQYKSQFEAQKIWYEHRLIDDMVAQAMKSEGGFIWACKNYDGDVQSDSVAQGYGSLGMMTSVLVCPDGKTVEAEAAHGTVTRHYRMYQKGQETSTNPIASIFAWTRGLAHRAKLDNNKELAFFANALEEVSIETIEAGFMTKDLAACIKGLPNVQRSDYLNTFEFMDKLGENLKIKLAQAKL
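IDH1-R132H (0.5 ug/mL dispensed) in pH 7.5 Tris buffer was preincubated 30 min with compound, then given a substrate mix of 0.016 mM NADPH and 2 mM alpha-KG for 80 min at room temperature; remaining NADPH was read by diaphorase/resazurin fluorescence.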
Numbers without * were called inactive; i = inactive; ? = inconclusive; . = not tested or not shown; & = joins results of further samples; [ ] = dose if it differs, or a comment. Unless noted, calls come from the whole dose curve; as a rule, active = well fitted curve in the direction sought with a large enough effect; inconclusive = small, poorly fitted or top-dose-only effect, or another doubt; inactive = no such curve, though single readings can be large; an effect the other way counts as inactive or inconclusive. An excerpt (hit frequency here may not be typical).

nr	SMILES	Pin1 inh	USP1 inh	HP1b binding inh	PI4K2A block	rTrxR1 inhibitor	GLS inh	TrxR1 substrate	PGK inhibitor	IDH1 R132H inh
1	COc1ccc(NC(=O)Cn2c(-c3ccccc3)cc(C(C)=O)c2C)c(OC)c1	7%	-8%	-2%	-12	10%[57.1 µM]	8%	0%[57.1 µM]	-6%	-2%
2	Cc1ccc(Cc2cnc(NC(=O)c3ccc4c(c3)CC(c3ccccc3)OC4=O)s2)cc1 (stereo unspecified)	7%	-18%	66%[activator]	-2	20%	-5%	5%	-9%	16%
3	CC(C)CN(C(=O)CCNC(=O)c1ccc(Cl)cc1)C1CCS(=O)(=O)C1 (stereo unspecified)	-4%	3%	15%[57 µM]	-5	-7%[2.29 µM]	-8%	-6%[2.29 µM]	-3%	-13%
4	COc1ccc(-c2cc(=O)oc3cc(OCC(=O)NCCN4CCOCC4)ccc23)cc1	-1%	-28%	61%[activator]	2	15%[57.1 µM]	-2%	4%[57.1 µM]	3%	0%
5	O=C(NC1=NCCS1)c1cc(-c2ccc(F)cc2)nc2ccccc12	3%	-18%	34%	-3	-5%	-3%	4%[11.4 µM]	6%	0%
6	COCCCC1CCN(C(=O)C2CCC(=O)N(CCCc3ccccc3)C2)CC1 (stereo unspecified)	.	8%	.	2	.	-1%	.	1%	-2%
7	COc1ccc(-c2csc(N(CC3CCCO3)C(=O)c3ccccc3)n2)cc1 (stereo unspecified)	9%	?	27%	-3	18%	-1%	-1%	-8%	-4%
8	CCCCCCn1c(=O)n2n(c1=O)C[C@]1(OC(=O)NC3CC3)CN(S(=O)(=O)c3ccc(C)cc3)C[C@]1(O)C2	.	-23%	.	-1	.	-1%	.	8%	-4%
9	CCNC(=O)CCCN1C(=O)CCn2nc(-c3cccn3C)cc21	0%	-4%	6%[57 µM]	-1	16%[57.1 µM]	-8%	-3%[57.1 µM]	4%	-6%
10	O=C1[C@@H]2CSCN2C(=O)CN1Cc1c(F)cccc1Cl	-1%	-12%	15%	-4	3%	2%	4%[57.1 µM]	-5%	-11%
11	Cc1ccc(/C=N/NC(=O)c2nnn(-c3nonc3N)c2CSc2ccc(Cl)cc2)o1	0%	-18%	39%[activator]	-1	16%	4%	1%	2%	-17%
12	O=C(CSc1nc2ccccc2[nH]1)NCc1ccco1	0%	?	-2%	1	7%	1%	13%	-10%	2%
13	N#C/C(=C\c1ccc(C(=O)O)cc1)c1nc2sc3c(c2c(=O)[nH]1)CCCC3	?	?	-33%	0	5%[57.1 µM]	?	3%[57.1 µM]	?	0%
14	CCOC(=O)c1c(C)[nH]c(C(=O)OC(C)C(=O)NCc2ccccc2)c1C (stereo unspecified)	-2%	-1%	13%	-7	28%	2%	1%	-4%	-2%
15	COc1ccccc1CNc1nc2ccccc2n1CCN1CCCCC1	-7%	-17%	18%	0	16%	55%[activator]	3%[0.457 µM]	-8%	4%
16	Cc1ccc(C(NC(=O)c2ccccc2)C(Cl)Cl)cc1 (stereo unspecified)	-3%	-12%	28%	0	14%	-1%	-2%	-3%	18%
17	Cc1cc(S(=O)(=O)NCc2ccccc2)ccc1OCC(=O)N1CCOCC1	1%	-19%	2%	-1	9%	0%	-1%	2%	-6%
18	CC(=O)c1cccc(NC(=O)c2ccc3c(c2)N(Cc2ccc(C)cc2)CCS3)c1	20%	-30%	32%	0	11%	2%	16%	i	-6%
19	CCCNC(=O)C(NS(=O)(=O)c1cccc2nsnc12)c1ccccc1 (stereo unspecified)	5%	-10%	17%	9	14%	14%	1%	1%	1%
20	CC(=O)Nc1ccc(NC(=O)C(C)OC(=O)/C=C/c2ccc3c(c2)OCO3)cc1 (stereo unspecified)	0%	?	20%	-2	15%	0%	11%[57.1 µM]	0%	2%
21	Cc1ccc(C)c(NC(=O)C(NCC(C)(C)N2CCOCC2)c2ccccc2)c1 (stereo unspecified)	-4%	-12%	25%	0	7%[57.1 µM]	1%	5%	-11%	4%
22	CCc1ccc(N2C(=O)CN(Cc3sccc3C)C2=S)cc1	0%	-17%	40%[activator]	0	13%[57.1 µM]	1%	0%[57.1 µM]	i	-3%
23	Cc1ccc(C(C)C)c(OCC(=O)NNC(=O)C(C(C)C)N2C(=O)c3ccccc3C2=O)c1 (stereo unspecified)	7%	-25%	21%	-3	-10%[11.4 µM]	-1%	-6%[11.4 µM]	-4%	-6%
24	CN(C)CCN(Cc1ccc(Cl)cc1)c1ccccn1	-5%	-21%	53%[activator]	-2&1	34%	20%	7%	-2%	-6%
25	Cc1nn(CCC(=O)N2CCN(c3ccccc3)CC2)c(C)c1S(=O)(=O)N1CCCC1	0%	-21%	11%	6	14%[57.1 µM]	3%	3%[57.1 µM]	-2%	15%
26	O=[N+]([O-])c1ccc(N(CCO)Cc2ccccc2)c([N+](=O)[O-])c1	-14%	-19%	?	-6	11%	0%	-3%	-1%	-1%
27	Cc1ccccc1NC(=O)COC(=O)c1ccc(S(=O)(=O)N2CCCC2)cc1	4%	-17%	35%	-4	14%	2%	8%	-1%	-4%
28	CCOC(=O)c1cc(-c2ccccc2)sc1NC(=O)C(C)N1C(=O)NC(C)(c2ccc(Cl)cc2)C1=O (stereo unspecified)	44%[activator]	-12%	28%	2	6%	0%	4%	-5%	3%
29	CC(NC(=O)C12CC3CC(C1)CC(n1cncn1)(C3)C2)C12CC3CC(CC(C3)C1)C2 (stereo unspecified)	-7%	-21%	24%	1	-4%	-1%	6%[57.1 µM]	-5%	2%
30	C=CCN(C(=O)Cn1nnc2ccccc21)C(C(=O)NCCOC)c1ccc(OC)cc1OC (stereo unspecified)	3%	3%	31%	4	7%	2%	-1%	-1%	-1%
31	Cc1cc(NC(=O)c2ccc(NC(=O)C3CC3)cc2)no1	-7%	-15%	38%	-3	17%[57.1 µM]	2%	-15%[57.1 µM]	i	10%
32	CCOc1ccccc1Nc1nnc(SCc2nnc(-c3cc(OC)c(OC)c(OC)c3)o2)s1	15%	-9%	7%	0	-3%	16%	-11%	2%	-3%
33	CC1CCN(C(=O)c2ccccc2NC(=O)c2cccc(S(=O)(=O)N(C)C)c2)CC1	-5%	-23%	37%	0	14%	-1%	1%	-3%	-11%
34	COc1cc(C(=O)NCC2(N3CCCCC3)CCCCC2)ccc1OCC(=O)N1CCOCC1	0%	-6%	20%	1	1%	9%	-6%	i	5%
35	CC(C)CC(NC=C1C(=O)OC(C)(C)OC1=O)C(=O)O (stereo unspecified)	-9%	-17%	24%	0	26%[57.1 µM]	-11%	2%[57.1 µM]	1%	3%
36	C=CCn1c(NC(=O)c2ccco2)nc2ccccc21	-5%	-32%	22%	-1	23%	4%	5%	0%	4%
37	O=c1[nH]cnc2c1c(-c1ccccc1)cn2-c1ccccc1	-6%	-26%	53%[activator]	-3	6%	12%	-2%	-1%	-6%
38	COC(=O)c1cc(-c2ccc(C)cc2)c2c(=O)n(C)c(=O)n(C)c2n1	-4%	-25%	35%	-1	-6%	15%	0%	.	.
39	CCOC(=O)c1ccc(NC(=O)CN2Cc3ccccc3C2=O)cc1	1%	-6%	26%	-2	14%	1%	2%	-4%	-7%
40	Cc1ccc(-n2ccc(=O)c(-c3ccnc(SCc4cccc(Cl)c4)n3)n2)cc1	7%	-4%	13%	-10	3%[57.1 µM]	10%	5%[57.1 µM]	-3%	-1%
41	COc1ccc(OC)c(C(=O)N2CCC(C(=O)c3ccc(F)cc3)CC2)c1	-3%	-16%	16%	5	14%[57.1 µM]	-3%	6%[57.1 µM]	-9%	-4%
42	Nc1nonc1C(=O)N/N=C/c1ccncc1	-1%	1%	36%	-3	-9%	1%	7%[57.1 µM]	3%	2%
43	CCn1c(=S)[nH]c2ccccc21	0%	-22%	1%	-19	89µM*	15%	529%[activator]	-3%	6%
44	CCc1ccccc1NC(=O)CN(C)C(=O)COC(=O)c1ccccc1Cl	0%	-12%	10%	9	0%	4%	-1%	7%	4%
45	COc1ccc(C(C(=O)NCc2ccccc2)N(Cc2ccco2)C(=O)c2snc(C(N)=O)c2N)cc1 (stereo unspecified)	-7%	-20%	-5%	1	25%[57.1 µM]	-6%	10%	-3%	11%
46	Clc1ccccc1CO/N=C1\CCCc2nonc21	4%	-10%	133%[activator]	-3	11%[57.1 µM]	3%	9%[57.1 µM]	3%	1%
47	COC(=O)[C@@H](NC(=O)N1CCN(c2cccc(C(F)(F)F)c2)CC1)C(C)C	-1%	-19%	46%[activator]	-20	7%	2%	4%	i	6%
48	O=c1[nH][nH]c(C(F)(F)F)c1C=Nc1ccccc1	-3%	-8%	20%	-4	-1%	20%	-3%	-2%	-4%
49	COc1cccc2cc(C(=O)N3CCN(c4cc(C)ccc4C)CC3)c(=O)oc12	6%	-29%	20%	-2	8%	3%	8%[11.4 µM]	8%	3%
50	O=C(COc1ccc2ccccc2c1)NNC(=O)c1ccccc1	2%	-14%	36%	6	28%	-2%	5%	-1%	-1%
51	CC1=C(C(=O)OC(C)C)C(c2c[nH]c3ccccc23)n2ncnc2N1 (stereo unspecified)	7%	-19%	2%	-14	13%[57.1 µM]	1%	7%[57.1 µM]	-4%	4%

High-throughput results from PubChem BioAssay.
